Bioassay records (PubChem)
CHO-K1 Ca ag: nonselective activator or artifact in parental CHO-K1 cells; activation, % at 3 µM; 0.48% of 360,000 active; Fluo-8 calcium fluorescence; scaled to maximal ATP response, vehicle zero; AID 602248; in the data active = activation above about 15%;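 note: untransfected CHO-K1 host cells lacking M1 receptor as counterscreen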
TAAR1 ag: human TAAR1 agonism; CHO RD-HGA16 TAAR1, Fluo-8 calcium fluorescence; vehicle wells 0%, saturating PEA agonist 100%; 0.99% of 360,000 active; AID 624467; Q96RJ0; activation, % at 3 µM;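 active = activation above the mean activation of all test compounds in the run plus 3 SD, cut at about 38% in these data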
Target sequence (Q96RJ0 whole entry, looked up): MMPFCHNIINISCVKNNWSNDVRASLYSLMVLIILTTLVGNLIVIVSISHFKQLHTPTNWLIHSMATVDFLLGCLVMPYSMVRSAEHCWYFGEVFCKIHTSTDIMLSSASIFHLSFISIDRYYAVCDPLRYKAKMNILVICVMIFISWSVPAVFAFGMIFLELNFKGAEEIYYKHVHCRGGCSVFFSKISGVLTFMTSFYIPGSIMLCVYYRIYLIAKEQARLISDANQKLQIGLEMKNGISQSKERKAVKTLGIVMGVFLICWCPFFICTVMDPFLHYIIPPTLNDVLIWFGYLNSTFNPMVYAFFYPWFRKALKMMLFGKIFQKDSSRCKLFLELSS
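Assay system: CHO-derived RD-HGA16 cells with stable Gα16 and human TAAR1; timing: 17-24 h seeding, 75 min 37 °C dye, 30 min RT; read-out: % activation from peak over basal fluorescence ratio, DMSO-to-PEA scaled; measured by: kinetic Fluo-8 calcium fluorescence; benchmarks: low control DMSO, high control PEA (EC100); doses: 3 µM single concentration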
TAAR1 antagonist: human TAAR1 antagonism | Q96RJ0 | CHO RD-HGA16 TAAR1, Fluo-8 calcium fluorescence, antagonist | inhibition, % at 3 µM | 1.5% of 360,000 active;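 active = inhibition above a per-plate cutoff, the mean inhibition of test compounds on that plate plus 3 SD, cut at about 49% in these data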;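 note: 0% = DMSO plus EC80 beta-PEA response and 100% = DMSO alone without agonist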
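System: CHO RD-HGA16 cells bearing hTAAR1. Reagent: EC80 β-phenethylamine stimulus. Schedule: seeding 17-24 h prior, 75-min 37 °C, 30-min RT dye loading. Signal: Fluo-8 intracellular calcium dye fluorescence, real-time kinetic reads. Read-out: % inhibition from peak post-agonist over basal fluorescence ratio. Benchmarks: vehicle wells and EC80 agonist wells. Replicates: n of 1.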
M1 ag: agonists of human M1 muscarinic receptor; P11229; CHO-K1 hM1, Fluo-8 calcium fluorescence, agonist mode; 0% DMSO, 100% acetylcholine EC100; activation, % at 3 µM; 0.33% of 360,000 active;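 active = activation above the run's mean compound activation plus 3 SD, cut at about 16% in these data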;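 note: peak over basal fluorescence ratio within a 140 s kinetic read after compound addition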
Target sequence (P11229 whole entry, looked up): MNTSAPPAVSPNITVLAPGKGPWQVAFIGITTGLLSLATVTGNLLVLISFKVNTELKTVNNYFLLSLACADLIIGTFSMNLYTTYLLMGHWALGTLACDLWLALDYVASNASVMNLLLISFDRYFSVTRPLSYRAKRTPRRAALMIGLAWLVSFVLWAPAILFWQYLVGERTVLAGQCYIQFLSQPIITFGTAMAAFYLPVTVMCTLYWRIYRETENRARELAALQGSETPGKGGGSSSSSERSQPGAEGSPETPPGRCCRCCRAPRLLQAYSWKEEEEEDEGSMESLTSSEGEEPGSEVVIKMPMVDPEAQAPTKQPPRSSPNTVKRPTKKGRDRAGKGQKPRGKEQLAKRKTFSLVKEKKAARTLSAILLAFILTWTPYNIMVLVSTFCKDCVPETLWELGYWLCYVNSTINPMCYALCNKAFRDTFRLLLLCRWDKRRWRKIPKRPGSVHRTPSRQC
CHO-K1 Ca PAM: nonselective activator or artifact in parental CHO-K1 calcium assay | ATP EC20, Fluo-8 calcium fluorescence; 0% at ATP EC20, 100% at ATP max | activation, % at 3 µM | 0.02% of 360,000 active;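 active = activation above the run cutoff, the mean activation of all test compounds plus 3 SD, cut at about 40% in these data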;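 note: peak over basal fluorescence ratio in a 140 s read after ATP addition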
CHRM1 PAM: positive allosteric modulators of human M1 muscarinic receptor; P11229; CHO-K1 hM1, Fluo-8 calcium fluorescence, ACh EC20; 0% = ACh EC20, 100% = maximal ACh; activation, % at 3 µM; 0.088% of 360,000 active; in the data active = activation above about 19%, passing the limit was not always enough
CHRM1 antagonist: antagonists of human M1 muscarinic receptor; CHO-K1 hM1, Fluo-8 calcium fluorescence, ACh EC80 antagonist; AID 588852; P11229; inhibition, % at 3 µM; 1.3% of 360,000 active;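 active = percent inhibition above its own plate's cutoff, namely the mean of that plate's compound wells plus 3 SD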;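 note: peak over basal fluorescence ratio during 140 s after agonist addition; 0% = ACh EC80 plus DMSO and 100% = DMSO alone without agonist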
CHO parental Ca: counter-screen for OX1R antagonists: effect in parental CHO cells | parental CHO-K1, ATP-induced calcium, Fluo-8 fluorescence | inhibition, % at 5.6 µM | 0.63% of 330,000 active | AID 463079;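 active = inhibition above that plate's mean sample inhibition plus 3 SD, cut at about 26% in these data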;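 note: 0% = ATP-challenged DMSO wells and 100% = DMSO wells without ATP; some compounds past the cut are filed as inactive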
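Test system: parental CHO cells; detection: calcium-sensitive Fluo-8 fluorescence; evaluation: percent inhibition of calcium signal; also added: ATP as calcium-mobilizing challenge; repeats: one well per compound; control set: ATP-challenged DMSO wells low, unchallenged DMSO wells high; compound: single nominal dose of 5.6 µM per compound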
CHO-K1 Ca antag: counter-screen for M1 antagonists: effect in parental CHO-K1 cells | ATP-induced calcium, Fluo-8 fluorescence | inhibition, % at 3 µM | 0.6% of 360,000 active | AID 602250;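 active = inhibition above a per-plate cutoff, the plate's mean sample inhibition plus 3 SD, cut at about 24% in these data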;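 note: 0% = DMSO plus EC80 ATP and 100% = DMSO alone without ATP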
* marks the source's active call; other numbers are inactive results; x = not tested or not shown.

SMILES	CHO-K1 Ca ag	TAAR1 ag	TAAR1 antagonist	M1 ag	CHO-K1 Ca PAM	CHRM1 PAM	CHRM1 antagonist	CHO parental Ca	CHO-K1 Ca antag
CCc1cc2c(=O)c(-c3nc4ccccc4n3C)c(C(C)C)oc2c(CN2CCN(C)CC2)c1O	0.4	1.0	15.1	-6.6	-0.1	-1.8	-0.9	-12.9	-1.0
CC1(C)CC(=O)C2=C(C1)N(N1CCOCC1)C(N)=C(C#N)C2c1cccs1 (stereo not given)	0.3	0.8	-13.3	-8.7	11.3	8.0	-8.6	-1.7	-6.2
Nc1ccc2c(c1)OCCOCCOCCOCCOCCO2	0.2	2.0	-9.3	-4.2	18.0	8.7	-8.5	-6.0	-13.0
CCOC(=O)Cc1csc(NS(=O)(=O)c2ccc(SC)cc2)n1	-0.1	5.8	13.5	-2.9	15.3	7.2	-0.2	4.8	-3.5
COc1ccc(-c2noc(CCCC(=O)NCC3CCCO3)n2)cc1 (stereo not given)	8.9	2.3	1.2	1.5	11.8	6.2	-10.7	-10.6	-14.7
COc1ccc(OCCN2CCN(S(=O)(=O)c3ccccc3C#N)CC2)cc1	5.2	1.0	-3.9	-1.2	-0.7	3.5	-8.3	x	3.2
CCCCCCCN1CCC(=O)N([C@H](CO)CC(C)C)CC1	0.1	1.5	2.5	-12.2	-4.3	-5.8	3.0	-0.9	-5.5
Cc1ccc(OCCn2ccnc2)c(C)c1	0.3	0.9	-19.5	-6.8	4.0	5.6	-24.4	-3.1	-3.8
CCCC(=O)C1=C(O)C(C(=O)OC)C(C)(C)CC1=NCCc1ccc(OC)c(OC)c1 (stereo not given)	0.8	1.4	-14.9	-2.9	6.5	3.1	6.4	-16.0	-3.4
CC(C)CN(C(=O)CN1CCc2ccccc21)c1c(N)n(CC(C)C)c(=O)[nH]c1=O	1.4	1.2	5.5	-1.1	8.9	8.8	-8.2	-1.8	-16.1
COc1ccc(/C=N/NC(=O)c2ccc(=O)[nH]n2)cc1OC	0.1	1.2	19.4	-2.9	4.8	3.1	-3.4	8.8	3.6
CCOc1ccc(CCNS(=O)(=O)c2cccc3nsnc23)cc1OCC	0.1	1.6	2.1	-4.5	17.3	3.1	-0.9	-4.9	-12.2
Cc1cc(C)nc(NC2=NCC(=O)N2c2ccc3c(c2)OCCO3)n1	0.4	2.3	10.6	-3.8	1.1	-7.8	6.6	1.0	-7.3
CC(C)c1ccc(NC(=O)COC(=O)c2c[nH]c(=O)[nH]c2=O)cc1	0.1	1.9	0.0	-1.7	-5.2	-2.2	9.7	-6.7	10.8
COCC(C)n1c(C)cc(C(=O)CN2c3cccc4cccc(c34)S2(=O)=O)c1C (stereo not given)	2.3	11.6	23.4	-1.6	0.8	9.9	-7.2	-13.9	-2.3
COCCNC(=S)N1CCCN(c2nc3cc(C)ccc3cc2C#N)CC1	1.0	1.5	5.1	-5.5	-1.4	3.7	-7.0	-9.8	8.2
Cc1ccc(S(=O)(=O)NC2(C(F)(F)F)C(=O)Nc3c2c(=O)n(C)c(=O)n3C)cc1 (stereo not given)	-0.5	4.1	-2.2	-1.2	-13.4	0.8	6.4	-1.7	14.7
O=C(Nc1cccc(Oc2ccccc2)c1)C1Cc2c(-c3ccc4c(c3)OCO4)ccnc2O1 (stereo not given)	2.0	4.1	-4.9	-2.2	-14.2	-4.6	5.7	x	-6.4
CC(C)NCCCCOc1cccc(Br)c1	1.4	0.2	17.9	-11.8	17.8	-13.4	-1.5	-6.3	-10.8
CC(=O)OCCC(NS(=O)(=O)OCC(Cl)(Cl)Cl)c1ccccc1 (stereo not given)	0.1	4.5	2.7	-1.7	-12.5	6.1	-0.8	-14.9	1.5
Cc1ccc(Cl)cc1N1CCN(CC(=O)Nc2ccc(CN3CCCCC3)cc2)CC1	6.6	52.3*	-2.9	5.8	9.0	-8.5	19.4	-11.1	-3.0
CCCCCn1ccc(=O)c2c(C(F)(F)F)nccc21	2.5	3.2	7.9	-2.2	7.1	-6.8	8.9	3.8	2.9
CC1(C(=O)O)CCCN1C(=O)c1cccc(OC(F)(F)F)c1 (stereo not given)	0.5	0.7	-20.9	-2.1	7.5	4.2	-8.6	x	-7.1
COc1ccc(Nc2ccc(C(N)=O)cc2[N+](=O)[O-])cc1	0.9	5.1	-6.2	-5.7	-5.6	4.8	-6.6	-12.0	-7.0
COc1ccc(CN2CCN(S(=O)(=O)c3ccccc3)CC2)c(OC)c1OC	0.7	-1.1	-24.1	-2.6	12.1	18.1	-21.0	-21.6	3.0
COCCOC(=O)c1c(C)n(C)c2ccc(OC(=O)C3CC3)cc12	0.0	7.7	-4.7	-0.5	17.3	0.7	-1.1	-13.6	-14.2
C=CCn1c(=O)c2ccccc2n2c(SCC(=O)N3CCCc4ccccc43)nnc12	0.5	4.2	5.6	-2.7	1.6	-1.4	10.1	-14.8	7.0
O=C(NC1CCCCC1)C(c1ccco1)N(Cc1cccs1)C(=O)Cn1nnc2ccccc21 (stereo not given)	0.8	8.1	20.2	-5.9	18.2	3.6	-14.3	-28.5	-18.4
Cc1c(C)n(Cc2ccccc2)c2ncnc(NCCN(C)C)c12	1.0	7.1	-23.0	-11.5	-5.2	-20.2	29.1	-11.1	7.9
O=C(COC(=O)CNS(=O)(=O)c1ccc(Br)cc1Cl)NC1CCCC1	1.1	5.8	-14.6	-0.3	12.9	7.4	-18.3	10.7	-7.9
Nc1ccc(CNc2ncn[nH]2)cc1	0.1	0.0	-10.5	-1.4	13.1	2.2	10.4	-5.5	-3.2
Cc1ccc(CCNC(=O)c2sc3nc4n(c(=O)c3c2C)CCC4)cc1	6.7	3.7	-0.3	-2.3	12.3	3.0	-3.6	-15.3	-19.8
COC(=O)c1c(NC(=O)c2ccc(S(=O)(=O)N3CCOCC3)cc2)sc2c1CCN(C(C)C)C2	0.0	0.9	0.2	-4.4	-1.1	-2.9	9.0	0.4	-4.3
COc1cc(/C=C(/C#N)C(=O)Nc2ccc(Cl)cc2)ccc1Oc1nc(Cl)ncc1F	0.5	14.8	-26.9	-3.5	9.4	4.6	-12.8	-12.1	-9.8
C[C@H]1CN=C(N(C)C)N1CCc1cccc(F)c1	0.8	6.5	-10.1	-11.0	16.9	7.3	-1.7	1.7	-7.3
CCCCCCCCN1C(=O)[C@H](CC(=O)NCc2cccc3ccccc23)C[C@@]2(C(=O)OC)CCCCC=C12	0.0	2.4	2.1	x	-2.1	x	x	x	-15.8
CC(C1CCN(Cc2cn(C)nc2-c2cccc(Cl)c2)CC1)N1CCOCC1 (stereo not given)	1.5	-2.3	-3.5	-6.0	14.8	-2.8	-1.1	-12.0	-12.1
CCCCOc1ccc(/C=C/C2=CC(C)(C)NC(=S)N2)cc1OCC	11.2	1.3	-14.9	-8.5	14.6	8.6	-4.6	-13.3	1.2
CS(=O)(=O)c1ccc2nc(NC(=O)C3C4C=CC(C4)C3C(=O)O)sc2c1 (stereo not given)	-0.5	19.7	7.1	0.3	-4.6	3.6	1.8	12.1	15.4
Cc1ccc(S(=O)(=O)/N=S(\C)CC2CC2(Cl)Cl)cc1 (stereo not given)	1.6	11.0	4.7	-6.9	20.4	7.8	-4.2	-4.2	-16.1
CC(C)(C)c1cccc(Oc2nn[nH]n2)c1	-0.2	6.3	8.6	-1.5	11.5	10.8	-9.4	17.7	-13.1
C/C(=N\NC(=O)c1nnn(-c2nonc2N)c1-c1cccs1)c1cccnc1	2.3	1.7	-15.5	0.0	-6.1	3.7	0.8	-3.9	-8.1
CCn1cc(C(=O)NC2CC(C)(C)Cc3c2cnn3-c2cccc(F)c2)cn1 (stereo not given)	0.2	0.1	-4.2	-1.8	2.4	6.8	-11.5	-3.6	-2.2
CCO/N=C(\C)c1c(O)c2ccccc2n(C)c1=O	1.1	-0.3	0.2	-4.0	22.2	8.2	-9.6	-2.6	-5.6
N#Cc1c(SCC(=O)Nc2nccs2)sc2c(O)cc(=O)[nH]c12	0.4	-0.3	0.3	-2.3	-6.2	-4.7	12.8	1.8	-3.4
COc1cc(NS(=O)(=O)c2ccc(N/C=C(\C=O)c3nc4ccccc4o3)cc2)nc(OC)n1	-0.1	1.2	5.9	-6.7	11.5	-3.7	-2.0	-7.0	-2.4
CC(=O)Nc1ccc(OCC(O)Cn2nc(C)c(C(C)=O)c2C)cc1 (stereo not given)	0.5	0.0	0.4	-4.5	-5.2	-2.2	2.3	0.8	-1.5
CCOC(=O)C1CCN(C(=O)CN2C(=O)CSc3ccc(S(=O)(=O)N4CCOCC4)cc32)CC1	1.9	4.6	13.8	-2.9	5.9	1.5	-3.0	-6.0	-0.4

Whole records as entered above. Values in the order: CHO-K1 Ca ag | TAAR1 ag | TAAR1 antagonist | M1 ag | CHO-K1 Ca PAM | CHRM1 PAM | CHRM1 antagonist | CHO parental Ca | CHO-K1 Ca antag
Entry for O=C(NC1CCCCC1)C(c1ccco1)N(Cc1cccs1)C(=O)Cn1nnc2ccccc21 (stereo not given) = 0.8 | 8.1 | 20.2 | -5.9 | 18.2 | 3.6 | -14.3 | -28.5 | -18.4
Entry for CC(=O)OCCC(NS(=O)(=O)OCC(Cl)(Cl)Cl)c1ccccc1 (stereo not given) = 0.1 | 4.5 | 2.7 | -1.7 | -12.5 | 6.1 | -0.8 | -14.9 | 1.5

The listing continues.
SMILES	CHO-K1 Ca ag	TAAR1 ag	TAAR1 antagonist	M1 ag	CHO-K1 Ca PAM	CHRM1 PAM	CHRM1 antagonist	CHO parental Ca	CHO-K1 Ca antag
Cc1onc(-c2c(Cl)cccc2Cl)c1C(=O)O/N=C(\C#N)c1ccccc1	0.9	5.0	3.8	-3.1	-5.3	6.0	-9.0	-1.4	1.2
O=C(COC(=O)c1ccc2c(c1)OCCO2)NC1CCCCC1	0.5	-0.8	-11.0	-1.2	6.6	18.7	-14.6	-3.3	-10.5
Cc1ccc2[nH]cc(C(=O)CN3CCN(c4ccccn4)CC3)c2c1	0.4	7.8	-15.3	-3.6	-7.9	0.3	-10.3	-19.2	20.1
O=C(c1ccco1)N1CCN(c2ccccc2F)CC1	0.3	0.2	2.3	-3.8	-7.0	6.5	-11.4	-10.5	0.0
CC(C)COC(=O)Nc1nnc(Cc2ccccc2)s1	-0.5	1.4	6.8	-3.4	-2.3	-0.9	-0.8	-21.9	4.1
Cc1cc(C(=O)N/N=C/c2ccc(N3CCOCC3)cc2)c(C)o1	2.4	5.8	10.1	1.7	13.6	9.4	-14.6	-3.8	-13.0
Fc1ccc(C2=CC(c3cccs3)n3nnnc3N2)cc1 (stereo not given)	5.0	8.4	-0.2	-0.4	-3.2	-7.4	16.6	-9.7	1.9
CCCCOc1ccc(CSc2n[nH]c(C)n2)cc1	3.7	6.9	7.3	-2.0	17.2	1.5	-4.4	-11.5	-10.6
OCCN1CN=C(Nc2nc3ccccc3o2)NC1	0.7	3.9	1.1	-2.1	20.9	1.1	-4.9	6.6	-14.5
